Assay outcomes: PubChem BioAssay, several laboratories
N-glyco inh: increase of ERlucT glycosylation luciferase signal, primary screen, N-linked glycosylation inhibitor project, D54 ERlucT cells, luminescence, set 2; D54 ERlucT glycosylation luciferase reporter, 24 h; percent of 100 nM tunicamycin response; AID 588692, 2011; 360,000 tested, 0.23% active; reporter increase, % at 12.5 µM;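 active means mean luciferase reporter signal, scaled so untreated is 0 and the glycosylation-blocking control 100, at or above a set limit in every replicate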;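 further: luciferase carries N-glycosylation sites so blocking glycosylation raises the light; 0% = median of neutral control wells and 100% = median of 100 nM tunicamycin wells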
aDG glyco up: activators of alpha-DG glycosylation, primary screen, uHTS, Pro5-aDG cells, AlphaScreen. activation, % at 10 µM. AID 624168, 2012. alpha-DG glycosylation AlphaScreen (IIH6); 0% Pro5, 100% B10-LARGE cell signal. 360,000 tested, 0.22% active;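 active means activation of at least 8% versus controls, or a plate z-score of at least 8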;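 further: Pro5 are CHO cells carrying HIG-tagged alpha-DG that lacks glycosylation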
PDI turbidity: inhibitors of human PDI, primary screen, biochemical, turbidity, single point, plate reader | 350,000 tested, 0.052% active | inhibition, % at 10 µM | Protein disulfide-isomerase (Homo sapiens), P07237 | PDI insulin aggregation turbidity, A650, 90 min;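 active means mean inhibition across replicates of 30% or more, whatever share of single replicates reach that level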;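 further: absorbance from insulin aggregation driven by PDI reduction with DTT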
Cardio protect: cardioprotection against H2O2-induced cell death, primary screen, uHTS, H9c2 cells, ATPLite luminescence; H9c2 cardiomyocytes, H2O2 injury protection, 2 h; protection from H2O2 cell death, % at 20 µM; 360,000 tested, 0.63% active;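 active means compounds giving at least 50% protection of heart cells from peroxide-induced death in the single-dose screen, raw or plate-pattern-corrected value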;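 further: 0% = DMSO wells with peroxide and 100% = DMSO wells without peroxide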
hiPSC survival: enhancers of single-cell hiPSC survival, primary screen, ATPlite luminescence; survival enhancement, % at 20 µM; 100% = ROCK inhibitor wells, 0% = DMSO; AID 602274, 2012; 360,000 tested, 0.044% active; in the data active means survival enhancement above about 18%;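 further: cells exposed to compounds for 16 hours before the ATP read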
Vif inh: HIV Vif self-association inhibitors, primary screen, imaging, HEK293T, single point. HEK293T cells, Vif self-association by quenched fluorescence, 24 h. inhibition, % at 7.49 µM. 340,000 tested, 0.35% active. AID 602346, 2012; in the data active means inhibition above about 50%, passing the limit was not always enough; further: some results filed as inactive read as strong as hits
Granule exo inh: LAMP-1 surface exposure blockers, TALL-104 cells – cell-based, flow cytometry, MLPCN library, primary screen | 360,000 tested, 0.66% active | TALL-104 LAMP-1 surface exposure; cells stimulated with thapsigargin and PMA | inhibition, % at 10 µM;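 active means inhibition above about 55%, limit read from the data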
CaV13 ICDI inh: Disruptors of the CACNA1D IQ motif to Ca2+-dependent inactivation inhibitor domain association, primary screening, Förster resonance energy transfer in intact living …; HEK cells, CFP/YFP FRET ICDI-IQ, plate reader, 10 min; percent FRET-ratio fall versus neutral wells; inhibition, % at 12.3 µM; 340,000 tested, 0.098% active;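 active means mean replicate inhibition of at least 30% and at least 1% of replicates passing that level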;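 further: 0% = median of the neutral control wells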
ABCB6 inh 2: ABCB6 transporter inhibitors, primary screen, K562-ABCB6 cells, flow cytometry, MLPCN library; ATP-binding cassette sub-family B member 6 (Homo sapiens), Q9NP58; fluorescence ratio to DMSO, % at 10 µM; 360,000 tested, 0.19% active; AID 602162, 2011; K562-ABCB6 porphyrin accumulation, 1 h; active compounds read low;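 active means fluorescence ratio to DMSO below 75%, the collection mean minus 3 SD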;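 further: signal is porphyrin accumulated inside mitochondria; 100% equals median channel fluorescence of DMSO control wells; lower ratio means ABCB6 inhibition with less porphyrin fluorescence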
Target sequence (Q9NP58 whole entry, looked up): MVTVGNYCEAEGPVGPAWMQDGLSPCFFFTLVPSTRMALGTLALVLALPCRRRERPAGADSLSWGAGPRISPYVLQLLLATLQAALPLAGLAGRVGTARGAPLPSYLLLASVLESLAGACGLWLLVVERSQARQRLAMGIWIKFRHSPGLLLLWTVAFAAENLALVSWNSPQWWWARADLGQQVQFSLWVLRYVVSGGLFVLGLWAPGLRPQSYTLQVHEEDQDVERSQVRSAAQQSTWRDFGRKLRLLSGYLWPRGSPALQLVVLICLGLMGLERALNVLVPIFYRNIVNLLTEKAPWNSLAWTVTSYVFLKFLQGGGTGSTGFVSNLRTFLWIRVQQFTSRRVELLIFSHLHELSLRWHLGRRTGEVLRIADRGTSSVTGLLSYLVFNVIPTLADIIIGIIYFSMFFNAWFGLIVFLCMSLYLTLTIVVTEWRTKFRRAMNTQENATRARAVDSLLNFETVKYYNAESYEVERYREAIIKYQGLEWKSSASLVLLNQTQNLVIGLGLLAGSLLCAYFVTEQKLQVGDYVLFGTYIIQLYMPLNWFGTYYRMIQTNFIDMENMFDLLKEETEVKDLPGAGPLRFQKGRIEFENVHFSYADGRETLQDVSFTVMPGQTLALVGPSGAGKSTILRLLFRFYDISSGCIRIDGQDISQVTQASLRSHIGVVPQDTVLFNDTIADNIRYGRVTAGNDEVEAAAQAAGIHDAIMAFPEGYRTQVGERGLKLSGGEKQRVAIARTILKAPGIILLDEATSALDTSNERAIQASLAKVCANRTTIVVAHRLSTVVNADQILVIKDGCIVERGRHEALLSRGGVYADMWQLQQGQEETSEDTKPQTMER
m5-HT2A agonist: mouse Htr2a agonists via beta-arrestin recruitment, primary screen, cell-based, luminescence; 5-hydroxytryptamine receptor 2A (Mus musculus), P35363; CHO-K1 mHTR2A beta-arrestin complementation; percent of 30 µM serotonin response; activation, % at 7.6 µM; 360,000 tested, 0.66% active; AID 624169, 2012;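 active means activation above a run cutoff, the mean activation of all tested compounds plus 3 SD, cut at about 14% in these data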;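 further: 0% = plate median of compound wells and 100% = 30 µM serotonin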
* = called active by the depositor; / = not tested or not shown.

Results follow in this order: N-glyco inh	aDG glyco up	PDI turbidity	Cardio protect	hiPSC survival	Vif inh	Granule exo inh	CaV13 ICDI inh	ABCB6 inh 2	m5-HT2A agonist
Nc1nnc(/C=C/c2ccccc2)s1
 : 2	0.0	2	-15	-0.3	-3	0	-7	104	4
Nc1cc(=O)[nH]c(SCC(=O)Nc2cccnc2Cl)n1
 : 2	0.1	8	-9	-0.1	-14	7	-4	105	-6
O=[N+]([O-])c1ccc(NN=CC2CCCCCC2)c([N+](=O)[O-])c1
 : /	-0.3	/	/	1.6	/	3	-13	101	1
Nc1ccc(NC(=O)NC2CCCCC2)cc1
 : -3	0.0	-5	-6	-0.6	-8	-2	-5	96	2
CCCS(=O)(=O)NC(=O)C1(C)CCN(C(=O)c2cc(C)n(C(C)(C)C)n2)C1 (centres undefined)
 : 0	0.1	-12	-2	-0.7	-4	2	-6	96	11
Cc1nc(C)c(-c2nnc(-c3ccccc3Cl)o2)cc1C(=O)NN
 : 2	0.2	-12	-1	0.8	2	-1	0	93	0
COc1ccccc1-n1c(SCC(=O)N2CCCCC2)nc2cccnc21
 : 1	0.1	3	10	2.3	26	7	-4	92	-3
O=C(NCc1ccncc1)c1nnc(Cc2c(F)cccc2Cl)o1
 : -1	0.0	-1	3	-1.2	/	-1	-5	98	1
O=C1CC(SCCc2nc3ccccc3[nH]2)C(=O)N1c1ccc(F)c(Cl)c1 (centres undefined)
 : -4	0.3	-50	11	8.8	-4	0	-5	104	-3
COCCCn1c(=N)c(C(=O)NCc2ccc3c(c2)OCO3)cc2c(=O)n3ccccc3nc21
 : 2	1.2	-1	15	0.8	8	0	-3	94	-1
COc1ccc(CNC(=O)/C=C/c2ccc(OCCCF)cc2)cc1OC
 : -3	0.7	-3	-4	-1.0	-11	-4	/	97	-1
Cc1ccc(NC(=O)CSc2nc3ncc(Cl)cc3[nH]2)c(C)c1
 : 1	0.1	-3	-10	0.7	-4	-8	-7	100	0
CCCCN=c1sc(C(=O)OC)cc(=O)n1CCCC
 : 1	-0.1	-7	-5	0.8	11	-1	-8	95	0
Cc1ccc(S(=O)(=O)N2CCCCC2CCNC(=O)C(=O)NCc2ccccc2C)cc1 (centres undefined)
 : 6	0.4	-3	-6	0.1	0	-1	-13	99	4
CN(NC(=O)Nc1ccc(Cl)cc1)c1c(Cl)c(Cl)nn1C
 : 0	0.3	17	-2	-2.5	2	1	-3	95	3
CCCCNC(=O)Nc1ccc(C2SCCS2)cc1
 : 7	-0.2	-3	0	-0.7	/	14	-5	104	-11
CC(=O)Nc1ccc(NC(=O)C2CC(=O)N(c3ccccc3Cl)C2)cc1 (centres undefined)
 : 1	0.0	12	2	-0.5	3	-5	-7	100	0
COc1ccc(NC(=O)CSc2nnnn2C2CCCC2)cc1
 : 2	0.1	-2	-1	0.2	-10	0	-1	94	2
O=C(O)CCc1ccc(S(=O)(=O)N2CCOCC2)cc1
 : 1	0.0	-1	-4	0.3	/	2	-3	96	-6
NC(=O)NC(=O)COC(=O)c1sc2ccccc2c1Cl
 : -2	0.0	4	4	0.5	-2	-2	-16	95	0
Brc1ccc(Nc2ncnc3[nH]ncc23)cc1
 : -4	0.0	3	0	-0.5	-7	-9	-4	103	1
Cc1ccc(Nc2cc(=O)[nH]c(=O)[nH]2)c(C)c1
 : 1	0.0	1	6	-4.7	-7	5	/	115	4
O=C(NC1CC1)C1=C[C@H](c2c[nH]c3ccccc23)C[C@H](OCc2ccc(CO)cc2)O1
 : -1	0.4	-5	9	1.7	-8	13	-3	102	3
CCOc1ccccc1C(=O)NCC(=O)NCC(C)(C)N1CCOCC1
 : 0	-0.2	-1	2	-0.2	5	8	-5	94	3
O=C(c1ccco1)N1CCN(C(=O)C2CC(c3ccc(Cl)c(Cl)c3)=NO2)CC1 (centres undefined)
 : 2	0.0	-8	-3	-0.4	4	-10	-7	104	-1
Fc1ccc(OCc2nc(-c3cccs3)no2)cc1
 : -2	-0.1	0	-7	-0.6	-6	-5	-4	97	-6
CCc1ccc(-c2cc(C)no2)cc1S(=O)(=O)N1CCN(c2ccccc2)CC1
 : 9	0.0	-6	-4	-0.2	-2	2	-2	102	-5
CCOC(=O)C1CCN(C(=O)COC(=O)CNC(=O)c2sc3ccccc3c2Cl)CC1
 : 1	-0.1	0	-2	-0.2	-3	2	-2	94	2
Cn1nc(CC(=O)NC2CCCCCCCCCCC2)c2ccccc2c1=O
 : 0	2.5	2	-7	-4.0	-8	1	-4	134	-2
O=C(CN1CCN(Cc2ccccc2)CC1)Nc1ccc(Cl)cn1
 : -2	-0.2	-3	10	0.1	-24	6	-5	89	3

Just N-glyco inh, for some of the entries so far:
Compound | N-glyco inh
CCCCNC(=O)Nc1ccc(C2SCCS2)cc1 | 7
Nc1cc(=O)[nH]c(SCC(=O)Nc2cccnc2Cl)n1 | 2
Cc1ccc(NC(=O)CSc2nc3ncc(Cl)cc3[nH]2)c(C)c1 | 1

The list goes on.
Results follow in this order: N-glyco inh	aDG glyco up	PDI turbidity	Cardio protect	hiPSC survival	Vif inh	Granule exo inh	CaV13 ICDI inh	ABCB6 inh 2	m5-HT2A agonist
Cc1ccc(/C=C(\NC(=O)c2ccccc2)C(=O)NCCc2ccccn2)o1
 : -1	-0.1	-1	1	0.3	-4	19	-6	100	0
O=C(Oc1ccc2c(=O)c(Oc3ccc4ccccc4c3)coc2c1)c1cncc(Br)c1
 : -1	-0.4	3	-3	-0.3	36	5	-5	73*	-3
CC(=O)c1cccc(NC(=O)CC2Oc3ccc(C)cc3NC2=O)c1 (centres undefined)
 : -2	-0.1	/	14	0.6	-5	1	3	101	-1
COC(=O)c1ccc(S(N)(=O)=O)o1
 : 0	-0.1	14	-1	-0.5	1	0	-18	100	2
Cc1ccc(S(=O)(=O)N2CCC(=O)N(CCOC(=O)Nc3ccc(C)c(C)c3)CC2)cc1
 : -2	0.2	1	-3	-1.7	-4	-1	-11	96	-2
CN(C)/C=C/C(=O)c1ccncc1
 : 1	0.5	0	5	-0.3	3	1	-5	102	-2
O=C(C(=O)c1cccnc1)c1cccnc1
 : 4	0.0	0	-1	-0.3	16	-4	-4	96	1
COc1ccc2cc(S(=O)(=O)N3CCCC3)ccc2c1
 : 0	0.0	-18	-12	-0.2	-4	18	-4	96	3
COc1ccc(CCNC(=O)c2nnc(Cc3ccc(Cl)cc3)o2)cc1OC
 : 0	0.1	0	10	0.9	/	-1	-5	93	1
CCOc1ccc(-n2cnc3sc(C)c(C)c3c2=O)cc1
 : -3	0.0	-2	4	1.5	-5	-6	-2	97	-2
O=c1c2ccccc2nnn1CSc1ccc2ccccc2n1
 : -4	-0.2	-4	-2	-1.1	-3	0	-5	95	2
CCOC(=O)C(C(=O)Nc1ccccc1C)C1CCCCC1 (centres undefined)
 : -1	0.0	-6	4	-0.7	-8	1	-7	101	3
CCn1cc(CNC(=O)C2CCC(=O)N(C3CCCCCC3)C2)cn1 (centres undefined)
 : 2	-0.1	6	-2	0.1	8	0	/	93	-1
CC(NC(=O)c1ccco1)C1CCCO1 (centres undefined)
 : 1	0.2	-9	2	-0.2	/	0	-2	103	1
COc1ccc(OC)c(C2C(C(=O)Nc3nc4ccccc4s3)=C(C)NC3=C2C(=O)CCC3)c1 (centres undefined)
 : 3	0.5	-6	26	1.0	13	9	-1	92	-1
O=C(Nc1ccncc1)c1ccc2c(c1)OCCO2
 : 0	1.3	0	-28	-1.8	-8	7	-5	99	2
CNc1ncnc2c1ncn2[C@H]1CN(Cc2ccc(OC)cc2)C[C@@H](CO)O1
 : 2	-0.2	2	0	0.9	1	0	-5	108	-1
CCOC(=O)C(C)n1cnc2c(oc3ccccc32)c1=O (centres undefined)
 : 1	-0.1	7	5	3.5	3	-1	/	96	2
CN(O)/C=c1/ccc2c(n1)C(=O)C=CC=2
 : 9	-0.3	-9	-2	-0.8	3	2	-3	90	-12
CCOc1ccc(-c2onc(C(F)(F)F)c2-c2cscn2)c(O)c1
 : 0	0.1	2	-9	0.5	/	-3	-6	101	3
COc1ccc(-c2cc(=O)oc3c(C)c(O)ccc23)cc1
 : -13	0.6	15	34	-0.7	-2	7	-4	104	4
CC(=O)Nc1ccc(NC(=O)COC(=O)c2cnccn2)cc1
 : 1	0.0	17	8	-1.5	0	1	-4	98	-1
Cc1nnc(SCCc2ccccc2)[nH]c1=O
 : -1	2.4	-3	-1	5.3	-3	0	-6	99	5
CC1(C)CC2CC(C)(CN2S(=O)(=O)c2cccc(C(=O)OCC(=O)NC(N)=O)c2)C1 (centres undefined)
 : -3	0.5	0	-7	-0.2	-4	-7	-5	98	6
COc1ccc2cc(C(c3nnnn3C3CCCC3)N3CCOCC3)c3nnnn3c2c1 (centres undefined)
 : -2	-0.2	3	-6	2.0	-10	-4	-5	96	4
CCOc1ccc(CN2CCC(n3nccc3NC(=O)C3CC3)CC2)cc1CO
 : 4	0.2	9	-4	5.8	6	-2	-2	103	-3
COc1ccc(NC(=O)c2csc(Cc3ccccc3)n2)cc1
 : -2	0.1	5	-24	-1.5	-14	0	-4	134	2
Cc1cccc(C)c1NC(=O)CS(=O)CC(=O)NCC1OCCc2ccccc21 (centres undefined)
 : -2	-0.1	-6	4	-0.1	-4	3	-4	97	2
Cc1ccc2c(c1)CCCN2C(=O)c1ccc2c(c1)OCO2
 : -3	0.4	3	-4	-1.9	0	-2	/	99	3
S=C(NCCc1ccccc1)NCCc1ccccc1
 : -1	0.0	6	1	1.7	0	-5	-17	99	2

(further entries)
Results follow in this order: N-glyco inh	aDG glyco up	PDI turbidity	Cardio protect	hiPSC survival	Vif inh	Granule exo inh	CaV13 ICDI inh	ABCB6 inh 2	m5-HT2A agonist
O=C(CCC(=O)Nc1ccccc1)NNC(=O)CCc1ccccc1
 : 3	0.0	2	-2	0.7	22	1	-3	102	1
Cc1ccsc1/C=N/NC(=O)CO
 : 0	-0.2	-6	-8	-0.9	1	1	-3	99	-4
CNS(=O)(=O)c1ccc(NC(=O)c2cnn3c(C(F)F)cc(-c4ccccc4)nc23)cc1
 : -3	-0.4	-2	24	-0.1	2	3	-5	85	5
O=S(=O)(O)CCN1CCOCC1
 : -1	-0.1	-2	10	1.9	12	0	/	93	-3
O=C1C(C2=NC(c3ccccn3)C3C(=O)N(c4ccc(OC(F)(F)F)cc4)C(=O)C23)=C(O)c2ccccc21 (centres undefined)
 : -5	-0.3	5	15	-0.5	-5	17	-3	96	-3
Fc1ccc(-c2cc(C(F)(F)F)nc(NCC3CCCO3)n2)cc1 (centres undefined)
 : 1	0.6	-4	-23	-0.7	-7	2	-2	101	-2
c1ccc(N2CCN(c3nc4ccccc4n4cnnc34)CC2)cc1
 : 17	0.1	-2	23	-1.0	-1	-2	-7	98	-6
